MBD2 inh: MBD2-methylated oligo binding inhibition. inhibition, % at 4.4 µM. Q9UBB5. AID 686964. TR-FRET, MBD2 binding to methylated oligonucleotide. hit rate 0.31% among 370,000; in the data active = inhibition above about 13%
UHRF1 MBD2 ctr: blocks human UHRF1 binding to methylated DNA; UHRF1 binding to methylated oligo, TR-FRET; inhibition, % at 4.4 µM; hit rate 0.75% among 370,000; AID 687016; in the data active = inhibition above about 21%;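 also: UHRF1 SRA domain binding a hemimethylated CpG hairpin DNA probe; 0% = median of test compound wells and 100% = reference inhibitor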
ADAM17 inh: inhibitors of human ADAM17. inhibition, % at 6.95 µM. hit rate 0.83% among 370,000. recombinant ADAM17, EDANS/DABCYL FRET peptide cleavage. P78536. AID 720648;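 active = inhibition above the mean of compounds lying between control limits plus 3 SD, set per campaign, cut at about 8.5% in these data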;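 also: 0% = DMSO-only wells as the low control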
ARFGAP1 inhibitor: inhibits rat ARF GTPase activating protein 1; Q62848; Arfgap1-stimulated ARF1 GTP hydrolysis, GDP FP detection; inhibition, % at 16.5 µM; hit rate 0.26% among 360,000; AID 651572;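 active = inhibition above a per-plate limit, mean inhibition of low control wells plus 3 SD, cut at about 25% in these data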;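 also: 0% = DMSO wells with enzyme and 100% = wells lacking Arfgap1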
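System: truncated rat Arfgap1 GAP domain / Benchmarks: high control wells lacking Arfgap1, low control full reaction with DMSO / Times: compound-enzyme preincubation 20 min, reaction 120 min, detection 60 min, 25 °C / Repeats: one replicate per compound / Also added: human ARF1(Δ1-17)-GTP substrate / Measured by: Tracer-displacement fluorescence polarization with EDTA stop, 620/688 nm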
DDE Tn7 FP inh: DD(E)-Tn7 binding inhibition, primary FP screen; hit rate 0.13% among 370,000; inhibition, % at 8.3 µM; FP displacement of FITC-Tn7 peptide from fibrin DD(E); 0% = median of compound wells per plate; P02675;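 active = inhibition above the mean of compounds falling within the control limits plus 3 SD of them, cut at about 14% in these data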;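 also: 0% = plate median of compound wells and 100% = 10 µM Aha-Tn7 peptide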
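assay system = human clot-derived fibrin DD(E) complex | quantity = Fibrin-DD(E) at 2 µM final | timing = 10 min preincubation, 3 h with tracer, room temperature | signal = fluorescence polarization | measure = percent inhibition | benchmarks = high control wells with 10 µM unlabelled Aha-Tn7 peptide (full inhibition) | replicates = singlicate testing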
ASAP1 GAP inh: inhibitors of human ASAP1 ArfGAP activity | ASAP1-stimulated ARF1 GTP hydrolysis, GDP FP detection | inhibition, % at 16.5 µM | hit rate 0.19% among 360,000 | AID 624377; in the data active = inhibition above about 25%;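 also: 0% = vehicle with enzyme and substrate and 100% = no enzyme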
proKLK7 act: activates the human kallikrein-7 zymogen. P49862. purified proKLK7, EDANS-DABCYL substrate fluorescence; 100% is mature enzyme control, 0% vehicle. activation, % at 7 µM. hit rate 0.9% among 370,000. AID 652039;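 active = activation above the mean of all tested compounds plus 3 SD, computed per campaign excluding outliers beyond control limits, cut at about 13% in these data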
PLCg1 inh: blocks human PLC-gamma1 enzyme activity; P19174; purified PLC-gamma1, fluorogenic substrate, fluorescence; inhibition, % at 12.2 µM; hit rate 0.84% among 370,000; in the data active = inhibition above about 9.5%
PLC-beta3 inh: PLC-beta3 (human) inhibition, primary screen. Purified PLC-beta3, fluorogenic substrate, fluorescence. inhibition, % at 12.2 µM. hit rate 0.18% among 370,000; in the data active = inhibition above about 11%;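 also: 0% = median of compound wells on plate and 100% = full blocker control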
Target sequence (Q01970 whole entry, looked up): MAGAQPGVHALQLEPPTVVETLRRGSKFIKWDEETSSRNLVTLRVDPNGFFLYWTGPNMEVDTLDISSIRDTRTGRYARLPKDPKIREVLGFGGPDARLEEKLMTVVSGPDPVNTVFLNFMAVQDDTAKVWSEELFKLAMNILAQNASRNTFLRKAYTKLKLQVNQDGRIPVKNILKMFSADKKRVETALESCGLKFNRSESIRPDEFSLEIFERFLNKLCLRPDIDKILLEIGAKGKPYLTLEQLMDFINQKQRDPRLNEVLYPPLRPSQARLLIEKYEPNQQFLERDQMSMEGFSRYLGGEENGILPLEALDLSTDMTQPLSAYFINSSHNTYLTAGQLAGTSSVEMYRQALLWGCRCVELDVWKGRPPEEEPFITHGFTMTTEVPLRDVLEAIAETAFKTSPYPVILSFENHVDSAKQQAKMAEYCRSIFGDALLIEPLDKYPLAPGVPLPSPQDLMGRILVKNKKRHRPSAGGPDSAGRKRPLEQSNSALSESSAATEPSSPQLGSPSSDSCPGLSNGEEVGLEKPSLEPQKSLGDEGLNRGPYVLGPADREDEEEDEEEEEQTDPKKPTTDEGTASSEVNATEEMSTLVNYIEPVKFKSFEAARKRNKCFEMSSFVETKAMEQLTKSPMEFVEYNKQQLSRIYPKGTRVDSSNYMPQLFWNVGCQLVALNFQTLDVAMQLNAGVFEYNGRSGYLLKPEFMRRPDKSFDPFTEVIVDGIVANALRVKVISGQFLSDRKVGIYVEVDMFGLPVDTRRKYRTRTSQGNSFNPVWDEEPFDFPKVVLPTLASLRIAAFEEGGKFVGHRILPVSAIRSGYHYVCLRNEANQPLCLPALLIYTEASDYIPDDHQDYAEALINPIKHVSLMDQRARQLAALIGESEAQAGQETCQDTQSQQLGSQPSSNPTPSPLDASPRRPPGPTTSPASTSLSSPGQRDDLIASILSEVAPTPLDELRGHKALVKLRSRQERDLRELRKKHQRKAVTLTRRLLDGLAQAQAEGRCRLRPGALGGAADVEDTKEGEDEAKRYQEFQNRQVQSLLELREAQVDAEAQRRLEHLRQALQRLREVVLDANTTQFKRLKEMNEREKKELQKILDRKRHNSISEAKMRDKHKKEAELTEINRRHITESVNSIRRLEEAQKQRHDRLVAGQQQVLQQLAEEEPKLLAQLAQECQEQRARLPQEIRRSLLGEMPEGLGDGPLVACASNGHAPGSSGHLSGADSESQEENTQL
DDE Tn6 FP inh: disrupts Tn6 cyclic peptide binding to fibrin D-Dimer-E complex; hit rate 0.21% among 370,000; inhibition, % at 8.3 µM; Fibrin DD(E) TRITC-Tn6 fluorescence polarization displacement; P02675;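 active = inhibition above a per-campaign cutoff: mean of compounds within control limits plus 3 SD, cut at about 15% in these data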;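 also: 0% = median of all compound wells on the plate and 100% = blocking peptide control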
Active calls of the source: *; i = inactive; · = no result given. Compounds were not picked by outcome; 4.1% or so of the library scored in one or more.

#1 CC(=O)c1sc2nc(-c3cccs3)cc(C(F)(F)F)c2c1N
#2 O=C(CNC(=O)c1ccc(-c2ccccc2)cc1)OCc1c(F)cccc1Cl
#3 Cn1c(=O)[nH]c(=O)c2c1nc(N1CCCC1)n2CC(O)COc1ccccc1 (stereo unspecified)
#4 CCCSc1nc2cc(OC)c(OC)cc2c(=N)n1CCCN1CCOCC1
#5 CCOc1ccc(CCNC(=O)COC(=O)c2ccc(Br)o2)cc1OCC
#6 Clc1ccc(-[n+]2c(-c3cccc(Br)c3)[nH]c3nc4ccccc4nc32)cc1
#7 c1ccc2c(c1)CCN(c1nc3cc4c(cc3s1)OCCO4)C2
#8 Cc1cc(NC(=O)CSc2ccc(-c3cccc([N+](=O)[O-])c3)nn2)no1
compound no.	1	2	3	4	5	6	7	8
MBD2 inh	0	1	2	8	4	0	6	-1
UHRF1 MBD2 ctr	-3	7	-1	9	2	-3	4	4
ADAM17 inh	-339	-4	-2	-9	2	-1	-6	-6
ARFGAP1 inhibitor	-16	6	-6	8	-4	2	19	2
DDE Tn7 FP inh	1	9	-5	-4	-1	2	5	0
ASAP1 GAP inh	-12	0	5	9	1	-3	1	0
proKLK7 act	3.4	0.4	-0.7	-0.2	0.2	-1.3	-0.8	0.2
PLCg1 inh	-406	2	0	0	0	-3	-83	1
PLC-beta3 inh	-473	-3	-4	-3	-5	-9	-97	-1
DDE Tn6 FP inh	12	2	-1	-5	1	-7	-8	2

#9 COc1ccccc1CNC(=O)CC(C)C
#10 O=C(CCS(=O)(=O)c1ccc(Br)cc1)NCc1ccc(F)cc1
#11 COCCN1C[C@@H](CO)O[C@@H](n2cnc3c(N4CCN(CCO)CC4)ncnc32)C1
#12 COc1ccc(CCNC(=O)CSc2nnc3ccc(-c4cccnc4)nn23)cc1
#13 CCOc1ccc(NC(=O)CSc2nc(NS(=O)(=O)c3ccc(C)cc3)cc(=O)[nH]2)cc1
#14 Cc1cc(C)cc(NC(=O)C2CCCN2S(=O)(=O)c2ccc3c(c2)C(C)(C)C(=O)N3C)c1 (stereo unspecified)
#15 Cc1noc2ncnc(Sc3ccc(Cl)cc3)c12
#16 COc1ccc(CNc2nc(-c3cccnc3)nn2C(=O)c2ccco2)cc1
compound no.	9	10	11	12	13	14	15	16
MBD2 inh	3	-3	0	-1	-1	2	1	0
UHRF1 MBD2 ctr	3	-2	-2	-3	1	-2	0	1
ADAM17 inh	5	1	-5	1	-3	0	-2	-4
ARFGAP1 inhibitor	-2	-5	-6	5	2	-3	-9	-2
DDE Tn7 FP inh	-3	-2	5	-2	-6	2	-2	9
ASAP1 GAP inh	4	3	-1	9	12	-4	9	12
proKLK7 act	-0.4	0.4	-0.1	-0.1	-0.6	0.3	-0.3	0.7
PLCg1 inh	7	3	-2	-14	2	3	-1	-1
PLC-beta3 inh	5	3	0	-16	-7	3	1	-3
DDE Tn6 FP inh	4	-1	-3	-1	-3	2	1	3

4 compounds from above, arranged by the value under MBD2 inh, smallest number first:
#10 O=C(CCS(=O)(=O)c1ccc(Br)cc1)NCc1ccc(F)cc1
#13 CCOc1ccc(NC(=O)CSc2nc(NS(=O)(=O)c3ccc(C)cc3)cc(=O)[nH]2)cc1
#14 Cc1cc(C)cc(NC(=O)C2CCCN2S(=O)(=O)c2ccc3c(c2)C(C)(C)C(=O)N3C)c1 (stereo unspecified)
#9 COc1ccccc1CNC(=O)CC(C)C
compound no.	10	13	14	9
MBD2 inh	-3	-1	2	3
UHRF1 MBD2 ctr	-2	1	-2	3
ADAM17 inh	1	-3	0	5
ARFGAP1 inhibitor	-5	2	-3	-2
DDE Tn7 FP inh	-2	-6	2	-3
ASAP1 GAP inh	3	12	-4	4
proKLK7 act	0.4	-0.6	0.3	-0.4
PLCg1 inh	3	2	3	7
PLC-beta3 inh	3	-7	3	5
DDE Tn6 FP inh	-1	-3	2	4

(next part)
#17 CN(Cc1c(C(=O)N/N=C/c2cccc(F)c2)nnn1-c1nonc1N)C1CCCCC1
#18 COc1ccc(C(C(=O)NC2CCCCC2)n2c(=O)c(-c3cc4ccccc4[nH]3)nc3ccccc32)cc1 (stereo unspecified)
#19 O=C(c1ccc(Cl)c(S(=O)(=O)NCc2ccco2)c1)N1CCN(c2ccccc2F)CC1
#20 CCOC(=O)c1nnsc1NC(=O)Nc1ccc(OC)cc1
#21 Cc1c(-c2ccccc2)nc2ccccc2c1C(=O)Oc1ccc([N+](=O)[O-])cc1
#22 CC(=O)NC(=O)c1nnn(Cc2ccccc2)c1NC(C)=O
#23 CC(=O)N[C@@H]1C[C@@H]2O[C@H](CO)CC[C@@H]2O[C@@H]1CCc1ccc(-c2ccc(F)cc2)cc1
#24 CC1CN(CC(O)COc2ccccc2C(C)(C)C)CC(C)O1 (stereo unspecified)
compound no.	17	18	19	20	21	22	23	24
MBD2 inh	-5	-1	-3	-1	1	3	-2	3
UHRF1 MBD2 ctr	1	-1	-4	0	3	1	5	-1
ADAM17 inh	-2	-102	0	0	-4	-3	0	0
ARFGAP1 inhibitor	5	10	-1	8	-2	2	·	13
DDE Tn7 FP inh	5	2	-4	9	1	-2	2	-4
ASAP1 GAP inh	-1	-15	-17	-6	13	-13	·	-6
proKLK7 act	0.3	-86	-0.2	-0.2	0.3	0.1	0.2	-0.3
PLCg1 inh	0	i	0	-1	1	-2	3	2
PLC-beta3 inh	-4	i	5	2	-1	4	-5	0
DDE Tn6 FP inh	-4	-5	6	0	1	-7	-2	6

#25 Cc1ccccc1NC(NC(=O)OCCn1c([N+](=O)[O-])cnc1C)C(Cl)(Cl)Cl (stereo unspecified)
#26 Cc1oc(-c2ccc(Cl)cc2)nc1CS(=O)CC(=O)NCc1cccs1 (stereo unspecified)
#27 CCOC(=O)Cn1c(=O)cnc2ccccc21
#28 Cc1cc(OCC(=O)OCC(=O)N2CCc3ccccc3C2)ccc1Cl
#29 c1ccc(C2[C@H]3CN(CC4CCCCC4)[C@H](c4ccccc4)C34CC2(c2cccnc2)C4)cc1 (stereo partly specified)
#30 Cc1cc(C(=O)OCC(=O)c2ccc(Cl)c([N+](=O)[O-])c2)c2cccc(C)c2n1
#31 O=C1CCCN1CCCNCC(O)c1ccccc1 (stereo unspecified)
#32 CC(C)N1C/C(=C/c2cccnc2)C(=O)/C(=C/c2cccnc2)C1
compound no.	25	26	27	28	29	30	31	32
MBD2 inh	-6	-1	0	-6	3	2	2	-1
UHRF1 MBD2 ctr	-2	3	-1	-2	-2	-2	-3	3
ADAM17 inh	-3	-2	-23	1	0	-3	-2	3
ARFGAP1 inhibitor	-9	11	12	-3	-11	-6	-9	8
DDE Tn7 FP inh	-3	0	-2	3	1	1	0	-3
ASAP1 GAP inh	-1	4	6	-10	2	-5	6	0
proKLK7 act	0.0	-0.3	0.2	0.2	-0.2	-0.7	0.1	-0.1
PLCg1 inh	2	3	-9	-7	-2	-1	3	1
PLC-beta3 inh	5	-5	-16	-12	-1	-3	-2	4
DDE Tn6 FP inh	-4	-1	5	-5	0	5	8	-4

#33 CC(C)CC(c1nnnn1Cc1ccccc1)N1CCC(C(N)=O)CC1 (stereo unspecified)
#34 O=C(NCc1ccco1)c1ccc(=O)[nH]n1
#35 COc1cccc(C2/C(=C(/O)c3cnn(-c4ccccc4)c3C)C(=O)C(=O)N2CCN(C)C)c1 (stereo unspecified)
#36 N#Cc1ccc(C(=O)OCC(=O)Nc2cccc(S(=O)(=O)N3CCCCC3)c2)cc1
#37 COc1c(/C=N/NC(N)=S)c(C)nn1-c1ccccc1
#38 COC(=O)CN1C(=O)[C@H]2[C@@H](c3ccc(C)o3)N3C(=O)CN(Cc4ccc(-c5ccccc5)cc4)C(=O)[C@@]3(C)[C@H]2C1=O
#39 O=C(C[C@H]1C/C=C/CC[C@@H](Cc2ccc(F)cc2)C(=O)O[C@@H](c2ccccc2)CNC1=O)NCCO
#40 COc1ccc(CC(=O)Nc2ccc(S(=O)(=O)NC(C)C)cc2)cc1
compound no.	33	34	35	36	37	38	39	40
MBD2 inh	11	-6	4	5	-4	-2	-2	-3
UHRF1 MBD2 ctr	6	3	0	10	-4	4	0	1
ADAM17 inh	-6	3	-4	5	0	-4	2	-1
ARFGAP1 inhibitor	7	-13	7	3	2	-1	0	11
DDE Tn7 FP inh	0	5	-1	-1	3	-4	-8	-10
ASAP1 GAP inh	-7	2	-5	3	-2	3	-6	5
proKLK7 act	-1.0	-0.9	0.3	0.2	0.1	0.2	0.2	-0.5
PLCg1 inh	-3	5	1	-3	0	1	4	1
PLC-beta3 inh	-4	6	1	-15	0	-2	5	-1
DDE Tn6 FP inh	-5	-5	-7	-7	6	-7	6	-2

Part of the list above, with the structure last:
item	MBD2 inh	UHRF1 MBD2 ctr	ADAM17 inh	ARFGAP1 inhibitor	DDE Tn7 FP inh	ASAP1 GAP inh	proKLK7 act	PLCg1 inh	PLC-beta3 inh	DDE Tn6 FP inh	SMILES
14	2	-2	0	-3	2	-4	0.3	3	3	2	Cc1cc(C)cc(NC(=O)C2CCCN2S(=O)(=O)c2ccc3c(c2)C(C)(C)C(=O)N3C)c1 (stereo unspecified)
15	1	0	-2	-9	-2	9	-0.3	-1	1	1	Cc1noc2ncnc(Sc3ccc(Cl)cc3)c12

Additional entries follow.
#41 OC(Cc1ccnc2ccccc12)C(Cl)(Cl)Cl (stereo unspecified)
#42 O=C1CN(C(=O)c2ccccc2)C(c2ccc(F)cc2)c2cc(Br)ccc2N1 (stereo unspecified)
#43 Cc1c(NC(=O)C2CCCNC2=O)c(=O)n(-c2ccccc2)n1C (stereo unspecified)
#44 O=C(Cc1ccccc1)N1CCC2(CC1)NCCc1[nH]cnc12
#45 COc1ccc2c(CC(=O)Nc3ccc(N4CCOCC4)cc3)coc2c1
compound no.	41	42	43	44	45
MBD2 inh	4	5	-2	-4	9
UHRF1 MBD2 ctr	-2	0	1	1	7
ADAM17 inh	-2	0	0	0	-5
ARFGAP1 inhibitor	2	0	0	-10	2
DDE Tn7 FP inh	-1	-5	0	5	-2
ASAP1 GAP inh	-1	12	-10	13	-6
proKLK7 act	-0.1	-0.9	-0.1	-0.7	-1.2
PLCg1 inh	1	1	7	-2	-8
PLC-beta3 inh	2	-1	2	-4	-17
DDE Tn6 FP inh	-7	2	5	3	-6
